Compound activity as filed in PubChem.
HP1b chromo inh: inhibitors of HP1-beta chromodomain binding to methylated histone tails. AID 540317. P83916. Potency, µM (highest dose often 114 µM), for the others: at the highest dose activity change, negative = inhibition, usual class: inhibitors. AlphaScreen HP1-beta / biotin-H3K9me3 peptide binding. 390,000 compounds, 0.56% hits; further: nearly all actives have a fitted effect of over 70% in size; inactives centre near 23
Target sequence (P83916 whole entry, looked up): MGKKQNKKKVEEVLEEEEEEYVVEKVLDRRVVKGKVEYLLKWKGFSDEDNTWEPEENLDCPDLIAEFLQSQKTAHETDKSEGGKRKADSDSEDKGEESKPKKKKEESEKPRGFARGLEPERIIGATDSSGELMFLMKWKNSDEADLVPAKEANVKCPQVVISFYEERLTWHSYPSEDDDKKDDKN
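AlphaScreen: HP1-beta (50 nM) preformed 30 min with biotin-H3(1-18)K9me3 peptide (50 nM) in PBS pH 7.4, 0.01% Tween-20. Compound added for 30 min at RT, then streptavidin donor/nickel chelate acceptor beads (10 ug/mL) for 30 min.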
JMJD2A Tudor inh: blocks the human JMJD2A Tudor domain. O75164. Potency, µM (series often up to 114 µM), without a hit: top-dose activity change, negative = inhibition, most hits filed as inhibitors. 390,000 compounds, 4.4% hits. AID 504339. AlphaScreen JMJD2A-Tudor / H3K4me3 peptide binding; further: on the % scale 0 is the no-effect control and ±100 the full control effect; nearly all actives have a fitted effect of over 50% in size
Pin1 inhibitor: human Pin1 inhibition; 390,000 compounds, 0.009% hits; Potency, µM (top dose mostly 115 µM), inactives show at the top dose activity, negative = inhibition, hits mostly inhibitors; Q13526; AID 504891; Pin1 FP peptide displacement, HiFluor488, 10 min; active means well fitted inhibition curve with a large enough effect in the polarisation, with a control signal flat, not every such curve was filed as active; inconclusive means small, poorly fitted or top-dose-only effect, or effect the other way, or a change in a side signal; inactive means no such curve, though single readings can be large or run the other way; the % refers to the polarisation; further: on the % scale 0 is the no-effect control and ±100 the full control effect
BAZ2B block: blocks human BAZ2B; AlphaScreen BAZ2B-H3K14Ac peptide displacement; Potency, µM (highest dose often 114 µM), inactives show top-dose activity change, negative = inhibition, most hits filed as inhibitors; 360,000 compounds, 4.4% hits; further: on the % scale 0 is the no-effect control and ±100 the full control effect; nearly all actives have a fitted effect of over 60% in size
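AlphaScreen displacement: compounds (up to 110uM) incubated 30 min at room temperature with a preformed 50 nM BAZ2B/50 nM biotinylated H3K14Ac peptide complex in PBS pH 7.4 with Tween-20. Donor and acceptor beads at 10 ug/mL final added, 20 min light-protected before reading.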
GLS inhibitor: inhibitors of human glutaminase (GLS) | O94925 | GLS enzymatic activity, qHTS titration | Potency, µM (top dose mostly 45.5 µM), for inactives: top-dose activity change, negative = inhibition, actives largely listed as inhibitors | 410,000 compounds, 0.21% hits; further: on the % scale 0 is the no-effect control and ±100 the full control effect
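Human kidney-isoform GLS in 45 mM KH2PO4 pH 8.2, 0.02% Tween-20, with compound, started with 1mM L-Glutamine (added stock). Glutamate oxidase/HRP/Amplex red coupled fluorescence read at start and after 30 min at RT.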
BLM helicase inh: inhibitors of human Bloom syndrome helicase BLM. 350,000 compounds, 0.2% hits. recombinant BLM DNA unwinding, fluorescence dequenching. Potency, µM (series often up to 56.1 µM), without a hit: top-dose activity change, negative = inhibition, actives largely listed as inhibitors;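 further: plate controls were vehicle for no effect and no enzyme for full effect; nearly all actives have a fitted effect of over 35% in size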
Tb PGK inh: blocks T. brucei phosphoglycerate kinase; P07378; PGK/GAPDH coupled, Kinase-Glo luminescence, 60 min; Potency, µM (highest dose often 57.5 µM), inactives show at the highest dose activity change, negative = inhibition, hits mostly inhibitors; 380,000 compounds, 0.043% hits; AID 602233; further: on the % scale 0 is the no-effect control and ±100 the full control effect; nearly all actives have a fitted effect of over 60% in size
Target sequence (P07378 whole entry, looked up): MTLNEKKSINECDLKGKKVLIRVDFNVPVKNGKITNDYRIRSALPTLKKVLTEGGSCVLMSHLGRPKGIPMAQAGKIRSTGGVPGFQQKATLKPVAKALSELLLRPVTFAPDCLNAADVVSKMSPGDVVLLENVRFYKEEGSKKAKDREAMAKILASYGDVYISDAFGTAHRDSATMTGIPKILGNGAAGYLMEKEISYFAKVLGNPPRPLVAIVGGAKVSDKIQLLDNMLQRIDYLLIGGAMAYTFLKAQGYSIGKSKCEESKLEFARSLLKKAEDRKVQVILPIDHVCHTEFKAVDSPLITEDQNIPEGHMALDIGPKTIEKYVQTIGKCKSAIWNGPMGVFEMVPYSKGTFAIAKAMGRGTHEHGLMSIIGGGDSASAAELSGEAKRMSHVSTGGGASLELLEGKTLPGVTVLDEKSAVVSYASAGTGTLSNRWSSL
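Luminescent ATP detection (Kinase-Glo Plus) follows a 60-minute room-temperature incubation, with wells lacking PGK as controls. Buffer: 100 mM TEA (pH 7.6), 5 mM MgCl2, 0.01% Tween-20. Coupling enzyme GAPDH (100 nM final) supplies unstable 1,3-BPG in-well.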
G9a block: G9a (human) methyltransferase inhibition. Potency, µM (highest dose often 102 µM), inactives show at the top dose activity, negative = inhibition, actives largely listed as inhibitors. 350,000 compounds, 8.8% hits. Q96KQ7. G9a H3K9 monomethylation, AlphaScreen, 2 h; further: on the % scale 0 is the no-effect control and ±100 the full control effect; nearly all actives have a fitted effect of over 75% in size
Target sequence (Q96KQ7 913-1193 limits assumed): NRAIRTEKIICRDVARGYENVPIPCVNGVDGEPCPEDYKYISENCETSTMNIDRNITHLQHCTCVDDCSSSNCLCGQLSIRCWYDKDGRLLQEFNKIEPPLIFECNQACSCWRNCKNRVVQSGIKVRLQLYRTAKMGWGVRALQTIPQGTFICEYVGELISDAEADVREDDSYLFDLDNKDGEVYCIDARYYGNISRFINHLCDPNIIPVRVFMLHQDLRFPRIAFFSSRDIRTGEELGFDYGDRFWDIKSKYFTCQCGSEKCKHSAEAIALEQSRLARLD
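Quantitative HTS format: methyltransferase activity on a biotin-tagged H3K9 peptide is measured by AlphaScreen, using a rabbit anti-monomethyl-H3K9 antibody with streptavidin donor and anti-IgG acceptor beads. Final levels are 20 nM enzyme, 500 nM peptide, 20 uM SAM; 2 h RT.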
Pol iota inh: blocks human DNA polymerase iota activity; Q9UNA4; Pol iota fluorescent replication assay, 10 min; Potency, µM (doses to about 115 µM), inactives show top-dose activity, negative = inhibition, most hits filed as inhibitors; 390,000 compounds, 1% hits
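Fluorescent replication assay read twice, at 0 min and 10 min after adding 50 nM (final) substrate. Enzyme (10 nM) and compounds were first incubated 15 min at room temperature; enzyme-free buffer wells were negative controls.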
* = called active by the depositor; [ ] = remark or other dose. Unless noted, the call rests on the fitted dose curve; in most records, active means well fitted curve in the direction sought with a large enough effect; inconclusive means small, poorly fitted or top-dose-only effect, or another doubt; inactive means no such curve, though single readings can be large; an effect the other way counts as inactive or inconclusive. Potency means the concentration at half of the fitted maximal effect.

How did O=C(CCn1ccc2cc(S(=O)(=O)N3CCCC3)ccc21)NCc1cccc(Cl)c1 do in these assays?
HP1b chromo inh: 25%; JMJD2A Tudor inh: -8%; Pin1 inhibitor: inconclusive; BAZ2B block: -13%; GLS inhibitor: -9%; BLM helicase inh: -2%; Tb PGK inh: inactive; G9a block: -5%[59 µM]; Pol iota inh: inconclusive

How did CCc1nc2ccccc2n1CC(=O)NC1CCS(=O)(=O)C1 (configuration not stated) do in these assays?
HP1b chromo inh: 16%; JMJD2A Tudor inh: -14%; Pin1 inhibitor: 5%; GLS inhibitor: -6%; Tb PGK inh: inactive; Pol iota inh: 120%[activator]

What do the screens show for `N#Cc1ccc(-c2ccccc2)nc1SCCN1CCOCC1`?
HP1b chromo inh: 39%[activator]; JMJD2A Tudor inh: -5%; Pin1 inhibitor: -3%; BAZ2B block: 5%; GLS inhibitor: 4%; BLM helicase inh: -5%; Tb PGK inh: -3%; G9a block: 4%[59 µM]; Pol iota inh: 16%

Results for Fc1ccc(-c2nnn(Cc3ccccc3Cl)n2)cc1 ?
HP1b chromo inh: 205%[activator]; JMJD2A Tudor inh: 122%[activator]; Pin1 inhibitor: 1%; BAZ2B block: 157%[activator]; GLS inhibitor: -15%; BLM helicase inh: -4%; Tb PGK inh: -1%; G9a block: 282%[activator]; Pol iota inh: 85%[activator]

How did Cc1ccc(CN(Cc2ccco2)C(=O)c2ccccc2Br)o1 do in these assays?
HP1b chromo inh: -19%; JMJD2A Tudor inh: inconclusive; Pin1 inhibitor: -2%; BAZ2B block: inconclusive; GLS inhibitor: -9%; BLM helicase inh: -3%; Tb PGK inh: 7%; G9a block: inconclusive; Pol iota inh: 4%

What do the screens show for `CC(=O)N1CCc2cc(C(=O)CN3CCN(c4ccccc4F)CC3)ccc21`?
HP1b chromo inh: 36%; JMJD2A Tudor inh: -20%; Pin1 inhibitor: 4%; BAZ2B block: -34%; GLS inhibitor: -1%; BLM helicase inh: -7%; Tb PGK inh: -3%; G9a block: 14µM*; Pol iota inh: -3%

Results for CN(C)CCCNC(=O)C1CCNCC1 ?
HP1b chromo inh: 9%; JMJD2A Tudor inh: -3%; Pin1 inhibitor: 9%; BAZ2B block: 11%; GLS inhibitor: 2%; BLM helicase inh: -1%; Tb PGK inh: -6%; G9a block: inconclusive; Pol iota inh: 38%[activator]

What do the screens show for `COc1ccc(C2c3ccsc3CCN2C(=O)C(C)(C)C)cc1` (configuration not stated)?
HP1b chromo inh: 33%[activator]; JMJD2A Tudor inh: -12%; Pin1 inhibitor: 1%; BAZ2B block: 0%; GLS inhibitor: 0%; BLM helicase inh: -6%; Tb PGK inh: -8%; Pol iota inh: -3%

How did CCC(C)[C@H](NC(=O)Nc1ccc(S(N)(=O)=O)cc1)C(=O)O (some centres not stated) do in these assays?
HP1b chromo inh: 16%; JMJD2A Tudor inh: -2%; Pin1 inhibitor: 0%; BAZ2B block: -3%; GLS inhibitor: 2%; BLM helicase inh: 5%; Tb PGK inh: 4%; G9a block: inconclusive; Pol iota inh: 13%

Results for COc1ccc(CN2CC(C(=O)NCc3ccccn3)CC2=O)cc1 (configuration not stated) ?
HP1b chromo inh: 42%; JMJD2A Tudor inh: -10%; Pin1 inhibitor: -21%; BAZ2B block: -2%; GLS inhibitor: 8%; BLM helicase inh: -8%; Tb PGK inh: -1%; G9a block: -6%[12.7 µM]; Pol iota inh: -12%

What do the screens show for `N#Cc1ccsc1NC(=O)C1CCN(C(=O)c2ccc(Cl)cc2)CC1`?
HP1b chromo inh: 20%; JMJD2A Tudor inh: -17%; Pin1 inhibitor: -2%; BAZ2B block: -34%; GLS inhibitor: -1%; Tb PGK inh: -3%; G9a block: 50µM*; Pol iota inh: 13%

Results for C=C[C@](C)(CC[C@@]1(C)C(C)CC(OC2OC(C)C(OC3OC(COC(C)=O)C(O)C(O)C3O)C(O)C2O)[C@@]2(C)C(C)=CCCC12)OC1OC(C)C(O[C@@H]2O[C@@H](C)C(O)C(O)[C@H]2O)C(O)C1O (some centres not stated) ?
HP1b chromo inh: 37%; JMJD2A Tudor inh: -8%; Pin1 inhibitor: 3%; GLS inhibitor: 0%; Tb PGK inh: 8%; Pol iota inh: 14%

Results for O=C(O)CC1(CC(=O)Nc2ccc(Oc3cccc(C(F)(F)F)c3)nc2)CCCC1 ?
HP1b chromo inh: 45%[activator]; JMJD2A Tudor inh: 9%; Pin1 inhibitor: -3%; BAZ2B block: 1%; GLS inhibitor: 1%; BLM helicase inh: -1%; Tb PGK inh: inactive; G9a block: 2%; Pol iota inh: 19%

What do the screens show for `CCOc1ccc(/C=C/C(=O)CCC(=O)O)cc1`?
HP1b chromo inh: 56%[activator]; JMJD2A Tudor inh: -18%; Pin1 inhibitor: -10%; BAZ2B block: -3%; GLS inhibitor: 6%; BLM helicase inh: -5%; Tb PGK inh: -5%; G9a block: 20%[59 µM]; Pol iota inh: 10%

What do the screens show for `CC(=O)Nc1ccc(S(=O)(=O)NCc2nc(-c3cccc(C)c3)no2)cc1`?
HP1b chromo inh: 17%[57 µM]; JMJD2A Tudor inh: -7%; Pin1 inhibitor: inconclusive; BAZ2B block: -5%; GLS inhibitor: 0%; BLM helicase inh: -3%; Tb PGK inh: -7%; Pol iota inh: 1%

Results for Cc1[nH][nH]c(=O)c1C(c1cc([N+](=O)[O-])ccc1O)c1c(C)[nH][nH]c1=O ?
HP1b chromo inh: 11%; JMJD2A Tudor inh: -12%; Pin1 inhibitor: -7%; BAZ2B block: -4%; GLS inhibitor: 5%; BLM helicase inh: 1%; Tb PGK inh: 7%; G9a block: 22%; Pol iota inh: inconclusive

Results for COc1ccc(NC(=S)NNc2ccc(S(=O)(=O)Nc3ccccc3C(=O)O)cc2[N+](=O)[O-])cc1 ?
HP1b chromo inh: 11µM*; JMJD2A Tudor inh: inconclusive; Pin1 inhibitor: -28%; BAZ2B block: 7.1µM*; GLS inhibitor: 65%[activator]; BLM helicase inh: 3%; Tb PGK inh: -25%; Pol iota inh: inconclusive

What do the screens show for `Cc1ccc(CCNc2ccccc2)c[n+]1[O-]`?
HP1b chromo inh: 18%; JMJD2A Tudor inh: -5%; Pin1 inhibitor: -4%; BAZ2B block: 31%[activator]; GLS inhibitor: 23%; BLM helicase inh: -2%; Tb PGK inh: -4%; G9a block: -7%[59 µM]; Pol iota inh: 8%

What do the screens show for `CCOC(=O)N1CCC(NC(=O)c2cc(C(=O)NCc3cccc(Cl)c3)ccc2CO)CC1`?
HP1b chromo inh: 53%; JMJD2A Tudor inh: 1%; Pin1 inhibitor: 0%; BAZ2B block: 4%; GLS inhibitor: -12%; BLM helicase inh: -1%; Tb PGK inh: -4%; G9a block: -7%; Pol iota inh: 15%

How did CCOc1ccccc1NC(=O)C(=O)NCCc1sc(-c2cccc(F)c2)nc1C do in these assays?
HP1b chromo inh: -1%[57 µM]; JMJD2A Tudor inh: 0%; Pin1 inhibitor: -4%; BAZ2B block: 0%; GLS inhibitor: 0%; BLM helicase inh: 0%; Tb PGK inh: 11%; G9a block: -2%[59 µM]; Pol iota inh: 6%

Results for CC1(C)C(=O)Nc2ccccc2N1C(=O)COC(=O)c1ccc(Cl)c(S(=O)(=O)NCc2ccccc2)c1 ?
HP1b chromo inh: 23%; JMJD2A Tudor inh: -1%; Pin1 inhibitor: 23%; BAZ2B block: -4%; GLS inhibitor: -5%; BLM helicase inh: -13%; Tb PGK inh: -9%; G9a block: -32%[59 µM]; Pol iota inh: 6%

Results for O=C(CNS(=O)(=O)c1ccc(Br)s1)N1CCC(N2CCCCC2)CC1 ?
HP1b chromo inh: 30%[activator]; JMJD2A Tudor inh: 6%; Pin1 inhibitor: 11%; BAZ2B block: -1%; GLS inhibitor: -1%; BLM helicase inh: -1%; Tb PGK inh: -10%; G9a block: 12%; Pol iota inh: -6%

Results for N=C1CCC(=N)c2c1c(O)c1ccccc1c2O ?
HP1b chromo inh: 20µM*; JMJD2A Tudor inh: 14µM*; Pin1 inhibitor: inconclusive; BAZ2B block: 14µM*; GLS inhibitor: inconclusive; BLM helicase inh: 32µM*; Tb PGK inh: -25%; Pol iota inh: 22µM*

Results for CCOc1cc(/C=N/NC(=O)c2cccnc2)ccc1OCC(=O)N1CCOCC1 ?
HP1b chromo inh: 4%; JMJD2A Tudor inh: -23%; Pin1 inhibitor: 0%; BAZ2B block: -4%; GLS inhibitor: 5%; BLM helicase inh: 3%; Tb PGK inh: -2%; G9a block: 28%[59 µM]; Pol iota inh: 44%[activator]

Results for O=C(COC(=O)CCCN1C(=O)c2ccccc2C1=O)Nc1ncc(Cl)cc1Cl ?
HP1b chromo inh: 13%; JMJD2A Tudor inh: inconclusive; Pin1 inhibitor: -5%; BAZ2B block: -31%; GLS inhibitor: 1%; BLM helicase inh: -8%; Tb PGK inh: 4%; G9a block: -6%[59 µM]; Pol iota inh: inconclusive

A portion from further up:
Results for Cc1[nH][nH]c(=O)c1C(c1cc([N+](=O)[O-])ccc1O)c1c(C)[nH][nH]c1=O ?
HP1b chromo inh: 11%; JMJD2A Tudor inh: -12%; Pin1 inhibitor: -7%; BAZ2B block: -4%; GLS inhibitor: 5%; BLM helicase inh: 1%; Tb PGK inh: 7%; G9a block: 22%; Pol iota inh: inconclusive

Results for COc1ccc(NC(=S)NNc2ccc(S(=O)(=O)Nc3ccccc3C(=O)O)cc2[N+](=O)[O-])cc1 ?
HP1b chromo inh: 11µM*; JMJD2A Tudor inh: inconclusive; Pin1 inhibitor: -28%; BAZ2B block: 7.1µM*; GLS inhibitor: 65%[activator]; BLM helicase inh: 3%; Tb PGK inh: -25%; Pol iota inh: inconclusive

Some of the compounds tested (hit frequency here may not be typical).
